CRFBP-R2 agonist = CRF-BP/CRF-R2 complex agonism. activation, % at 13.2 µM. HEK293 CRF-R2/CRF-BP, calcium dye fluorescence (FLIPR); percent of saturating CRF peptide response. hit rate 0.46% among 350,000;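 active = activation of at least 50%, plus an integration ratio under a set limit after plate pattern correction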;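 also: plate controls were neutral control wells without compound for no effect and CRF at EC100 for full effect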
CHRM4 antagonist = CHRM4 antagonism in calcium assay; P08173; CHO-hM4 cells, ACh EC80, Fluo-8 calcium fluorescence; inhibition, % at 3 µM; hit rate 0.73% among 360,000; AID 624125;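 active = inhibition above its plate's cutoff, the mean inhibition of sample wells plus 3 SD, cut at about 27% in these data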;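 also: 0% = acetylcholine EC80 with DMSO and 100% = DMSO without agonist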
Target sequence (P08173 whole entry, looked up): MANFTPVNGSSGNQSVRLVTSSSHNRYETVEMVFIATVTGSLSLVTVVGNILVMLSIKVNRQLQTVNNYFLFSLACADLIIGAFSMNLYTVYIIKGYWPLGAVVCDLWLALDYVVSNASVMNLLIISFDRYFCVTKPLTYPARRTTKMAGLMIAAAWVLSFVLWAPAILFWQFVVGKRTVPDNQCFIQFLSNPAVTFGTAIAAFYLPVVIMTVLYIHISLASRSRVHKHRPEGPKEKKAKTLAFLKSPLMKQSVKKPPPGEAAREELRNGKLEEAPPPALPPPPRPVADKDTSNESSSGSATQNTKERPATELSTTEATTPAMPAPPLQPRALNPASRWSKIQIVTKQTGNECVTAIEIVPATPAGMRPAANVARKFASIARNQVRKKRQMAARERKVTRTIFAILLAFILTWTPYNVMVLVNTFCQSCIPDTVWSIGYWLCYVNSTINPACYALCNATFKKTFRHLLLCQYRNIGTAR
M1 antag = blocks human M1 muscarinic receptor | P11229 | inhibition, % at 3 µM | CHO-K1 hM1, Fluo-8 calcium fluorescence, ACh EC80 antagonist | hit rate 1.3% among 360,000;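 active = percent inhibition above its own plate's cutoff, namely the mean of that plate's compound wells plus 3 SD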;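 also: peak over basal fluorescence ratio during 140 s after agonist addition; 0% = ACh EC80 plus DMSO and 100% = DMSO alone without agonist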
CHRM5 antagonist = antagonists of human muscarinic M5 receptor (CHRM5) | P08912 | CHO-hM5 cells, Fluo-8 calcium fluorescence, ACh EC80 | inhibition, % at 3 µM | hit rate 0.59% among 360,000 | AID 624040;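 active = inhibition above a per-plate cutoff, the mean of that plate's test compounds plus 3 SD, cut at about 27% in these data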;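 also: 0% = acetylcholine EC80 with DMSO and 100% = DMSO without agonist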
Target sequence (P08912 whole entry, looked up): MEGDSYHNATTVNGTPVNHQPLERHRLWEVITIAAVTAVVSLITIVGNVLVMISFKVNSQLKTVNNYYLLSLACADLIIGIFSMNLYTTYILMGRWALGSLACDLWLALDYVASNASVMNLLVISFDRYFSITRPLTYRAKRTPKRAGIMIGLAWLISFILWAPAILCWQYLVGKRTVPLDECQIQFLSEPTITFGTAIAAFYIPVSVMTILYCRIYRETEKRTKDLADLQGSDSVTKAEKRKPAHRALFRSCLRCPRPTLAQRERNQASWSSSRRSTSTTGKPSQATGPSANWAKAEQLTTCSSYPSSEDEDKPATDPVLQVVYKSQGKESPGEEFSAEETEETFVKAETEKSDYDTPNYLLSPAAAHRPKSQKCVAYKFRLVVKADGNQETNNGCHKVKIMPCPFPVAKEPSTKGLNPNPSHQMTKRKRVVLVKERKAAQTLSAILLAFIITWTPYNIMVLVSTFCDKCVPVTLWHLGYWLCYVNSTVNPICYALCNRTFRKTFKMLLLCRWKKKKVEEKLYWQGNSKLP
M4 ag = agonists of human muscarinic M4 receptor (CHRM4); P08173; CHO-K1 hM4/Gqi5, Fluo-8 calcium fluorescence; vehicle 0%, full acetylcholine response 100%; activation, % at 3 µM; hit rate 0.14% among 360,000;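 active = activation above the run mean over all test wells plus 3 SD, cut at about 32% in these data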;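 also: peak over basal fluorescence ratio per well then scaled between controls; 0% = DMSO wells and 100% = acetylcholine at EC100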
CHRM1 PAM = positive allosteric modulators of human M1 muscarinic receptor. CHO-K1 hM1, Fluo-8 calcium fluorescence, ACh EC20; 0% = ACh EC20, 100% = maximal ACh. activation, % at 3 µM. hit rate 0.088% among 360,000; in the data active = activation above about 19%, passing the limit was not always enough
M4 PAM = positive allosteric modulators of human muscarinic M4 receptor; hit rate 0.4% among 360,000; AID 624126; activation, % at 3 µM; CHO-K1 hM4/Gqi5, Fluo-8 calcium fluorescence, ACh EC20; 0% = ACh EC20, 100% = maximal ACh;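 active = activation above its plate's cutoff, the mean activation of sample wells plus 3 SD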; also: some results filed as inactive read as strong as hits
CHRM5 agonist = CHRM5 agonism in calcium assay. hit rate 0.19% among 360,000. CHO-K1 hM5 cells, Fluo-8 calcium fluorescence; 0% DMSO wells, 100% maximal acetylcholine response. P08912. activation, % at 3 µM;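 active = activation above the run's mean over test compounds plus 3 SD, cut at about 23% in these data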;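 also: signal is peak over basal fluorescence ratio across the kinetic read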
CHRM5 PAM = potentiates acetylcholine response at human M5 receptor; activation, % at 3 µM; CHO-K1 hM5, Fluo-8 calcium, ACh EC20 PAM; 0% = ACh EC20, 100% = ACh EC100; AID 624038; hit rate 0.3% among 360,000;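 active = activation above the run cutoff, the mean activation of all test compounds plus 3 SD, cut at about 18% in these data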
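Measured by: Fluo-8 calcium fluorescence; material: human M5 receptor in CHO-K1 cells; schedule: Post-acetylcholine fluorescence recording 140 s; benchmarks: low control EC20 acetylcholine (0%), high control EC100 acetylcholine (100%); read-out: Max/basal fluorescence ratio as % of EC20–EC100 ACh window; compound: single dose, 3 µM nominal final test concentration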
Active calls of the source: *. An unsorted share of the library (roughly 2.8% active in at least one column).

Preview:
Results for CCCCNC(=O)Cn1c(=O)oc2cc(S(=O)(=O)N3CC(C)CC(C)C3)ccc21 (stereo not drawn) ?
CRFBP-R2 agonist: 2.0; CHRM4 antagonist: 0; M1 antag: 0; CHRM5 antagonist: 2; M4 ag: 2; CHRM1 PAM: 1; M4 PAM: 0; CHRM5 agonist: 1; CHRM5 PAM: -6

What do the screens show for `CCCOc1ccc(-c2c(C(=O)N/N=C(\C)COc3ccccc3)nnn2-c2nonc2N)cc1`?
CRFBP-R2 agonist: 2.2; CHRM4 antagonist: -4; M1 antag: -16; CHRM5 antagonist: -14; M4 ag: 2; CHRM1 PAM: 8; M4 PAM: 5; CHRM5 agonist: -3; CHRM5 PAM: 5

Results for Cc1cccc(C)c1NC(=S)N(CCN(C)C)C(C)c1ccccn1 (stereo not drawn) ?
CRFBP-R2 agonist: -1.5; CHRM4 antagonist: 20; M1 antag: 20; CHRM5 antagonist: 4; M4 ag: 2; CHRM1 PAM: -9; M4 PAM: -9; CHRM5 agonist: -6; CHRM5 PAM: 3

How did CCn1cc(C(=O)NCCCN2CCCCCC2)c(=O)c2cc(S(=O)(=O)N3CCc4ccccc4C3)ccc21 do in these assays?
CRFBP-R2 agonist: 1.2; CHRM4 antagonist: 19; M1 antag: 13; CHRM5 antagonist: 4; M4 ag: 1; CHRM1 PAM: -14; M4 PAM: -18; CHRM5 agonist: -15; CHRM5 PAM: -2

All compounds of this part, previewed entries included:
Results for CCCCNC(=O)Cn1c(=O)oc2cc(S(=O)(=O)N3CC(C)CC(C)C3)ccc21 (stereo not drawn) ?
CRFBP-R2 agonist: 2.0; CHRM4 antagonist: 0; M1 antag: 0; CHRM5 antagonist: 2; M4 ag: 2; CHRM1 PAM: 1; M4 PAM: 0; CHRM5 agonist: 1; CHRM5 PAM: -6

What do the screens show for `CCCOc1ccc(-c2c(C(=O)N/N=C(\C)COc3ccccc3)nnn2-c2nonc2N)cc1`?
CRFBP-R2 agonist: 2.2; CHRM4 antagonist: -4; M1 antag: -16; CHRM5 antagonist: -14; M4 ag: 2; CHRM1 PAM: 8; M4 PAM: 5; CHRM5 agonist: -3; CHRM5 PAM: 5

Results for Cc1cccc(C)c1NC(=S)N(CCN(C)C)C(C)c1ccccn1 (stereo not drawn) ?
CRFBP-R2 agonist: -1.5; CHRM4 antagonist: 20; M1 antag: 20; CHRM5 antagonist: 4; M4 ag: 2; CHRM1 PAM: -9; M4 PAM: -9; CHRM5 agonist: -6; CHRM5 PAM: 3

How did CCn1cc(C(=O)NCCCN2CCCCCC2)c(=O)c2cc(S(=O)(=O)N3CCc4ccccc4C3)ccc21 do in these assays?
CRFBP-R2 agonist: 1.2; CHRM4 antagonist: 19; M1 antag: 13; CHRM5 antagonist: 4; M4 ag: 1; CHRM1 PAM: -14; M4 PAM: -18; CHRM5 agonist: -15; CHRM5 PAM: -2

Results for O=C(NCc1ccc(Cl)cc1)c1ccc2nc[nH]c2c1 ?
CRFBP-R2 agonist: 0.3; CHRM4 antagonist: -1; M1 antag: -9; CHRM5 antagonist: -5; M4 ag: 2; CHRM1 PAM: 15; M4 PAM: 4; CHRM5 agonist: -4; CHRM5 PAM: -5

How did O=C1CSC(c2ccccn2)N1c1cccc(Cl)c1 (stereo not drawn) do in these assays?
CRFBP-R2 agonist: -4.0; CHRM4 antagonist: -4; M1 antag: -4; CHRM5 antagonist: -5; M4 ag: 0; CHRM1 PAM: 4; M4 PAM: 7; CHRM5 agonist: -4; CHRM5 PAM: 1

Results for CCOc1cc(NC(=S)NCCCN2CCOCC2)c(OCC)cc1NC(=O)c1cccc(C)c1 ?
CRFBP-R2 agonist: 0.8; CHRM4 antagonist: -13; M1 antag: -8; CHRM5 antagonist: -12; M4 ag: 0; CHRM1 PAM: 11; M4 PAM: -2; CHRM5 agonist: -3; CHRM5 PAM: 4

How did O=S(=O)(Nc1cccc(CCc2ccccn2)c1)c1ccc(Cl)cc1 do in these assays?
CRFBP-R2 agonist: -2.7; CHRM4 antagonist: -5; M1 antag: 1; CHRM5 antagonist: 11; M4 ag: 8; CHRM1 PAM: -4; M4 PAM: -23; CHRM5 agonist: -4; CHRM5 PAM: -8

Results for CC(CNc1ccccc1O)C(=O)O (stereo not drawn) ?
CRFBP-R2 agonist: 1.6; CHRM4 antagonist: -11; M1 antag: 0; CHRM5 antagonist: 2; M4 ag: 0; CHRM1 PAM: 0; M4 PAM: 4; CHRM5 agonist: -1; CHRM5 PAM: -4

What do the screens show for `COCCNCCCCOc1c(Cl)cc(C)cc1Br`?
CRFBP-R2 agonist: 1.6; CHRM4 antagonist: 1; M1 antag: -1; CHRM5 antagonist: -1; M4 ag: 1; CHRM1 PAM: -4; M4 PAM: -5; CHRM5 agonist: -4; CHRM5 PAM: 3

What do the screens show for `CC(C)(C)OC(=O)CNC(=O)c1[nH]cnc1C(=O)NC1CCNCC1`?
CRFBP-R2 agonist: -1.1; CHRM4 antagonist: -11; M1 antag: -26; CHRM5 antagonist: 9; M4 ag: 0; CHRM1 PAM: 16; M4 PAM: 6; CHRM5 agonist: -2; CHRM5 PAM: -9

How did COc1cccc(N2CCN(C3OC(=O)c4ccccc43)CC2)c1 (stereo not drawn) do in these assays?
CRFBP-R2 agonist: 1.9; CHRM4 antagonist: 5; M1 antag: 1; CHRM5 antagonist: -2; M4 ag: 0; CHRM1 PAM: 4; M4 PAM: -4; CHRM5 agonist: -2; CHRM5 PAM: 9

What do the screens show for `Cc1ccc(-c2cn(S(=O)(=O)c3cccc([N+](=O)[O-])c3)nc2N)cc1`?
CRFBP-R2 agonist: -0.7; CHRM4 antagonist: 3; M1 antag: -12; CHRM5 antagonist: 2; M4 ag: 2; CHRM1 PAM: 10; M4 PAM: 0; CHRM5 agonist: 0; CHRM5 PAM: 0

How did CCCCNC(=O)C1CCC(CNS(=O)(=O)c2ccc(C)cc2)CC1 (stereo not drawn) do in these assays?
CRFBP-R2 agonist: 1.5; CHRM4 antagonist: -2; M1 antag: 11; CHRM5 antagonist: 4; M4 ag: 3; CHRM1 PAM: -3; M4 PAM: 5; CHRM5 agonist: 0; CHRM5 PAM: 2

Results for OCCC1CN(Cc2cccn2-c2nccs2)CCN1CCc1ccccc1 (stereo not drawn) ?
CRFBP-R2 agonist: -1.2; CHRM4 antagonist: 0; M1 antag: 0; CHRM5 antagonist: 1; M4 ag: 2; CHRM1 PAM: -2; M4 PAM: -7; CHRM5 agonist: -14; CHRM5 PAM: 2

How did CCOC(=O)CC1(C)SC(NC(C)=O)=NN1C(C)=O (stereo not drawn) do in these assays?
CRFBP-R2 agonist: 0.6; CHRM4 antagonist: 0; M1 antag: 1; CHRM5 antagonist: 7; M4 ag: 1; CHRM1 PAM: 9; M4 PAM: -2; CHRM5 agonist: -1; CHRM5 PAM: -6

How did COc1cc(S(=O)(=O)n2ccnc2)ccc1Br do in these assays?
CRFBP-R2 agonist: -0.7; CHRM4 antagonist: 6; M1 antag: -11; CHRM5 antagonist: 6; M4 ag: 0; CHRM1 PAM: 4; M4 PAM: 5; CHRM5 agonist: -1; CHRM5 PAM: -5

What do the screens show for `O=C(COc1ccc(/C=N/NC(=O)C(=O)N2CCCCC2)cc1)Nc1ccccc1Cl`?
CRFBP-R2 agonist: 0.0; CHRM4 antagonist: -1; M1 antag: -5; CHRM5 antagonist: -26; M4 ag: 11; CHRM1 PAM: 6; M4 PAM: -6; CHRM5 agonist: 3; CHRM5 PAM: 1

What do the screens show for `Cc1cccc(-n2c(Cc3cc(=O)[nH]c(=O)[nH]3)nnc2SCC(=O)N2CCc3ccccc32)c1`?
CRFBP-R2 agonist: 1.6; CHRM4 antagonist: 1; M1 antag: -17; CHRM5 antagonist: 6; M4 ag: 0; CHRM1 PAM: 9; M4 PAM: 6; CHRM5 agonist: -5; CHRM5 PAM: 0

What do the screens show for `Cc1ccccc1OCC(=O)Nc1cccc(S(=O)(=O)NC2=NCCC2)c1`?
CRFBP-R2 agonist: 0.8; CHRM4 antagonist: 1; M1 antag: 4; CHRM5 antagonist: 10; M4 ag: 2; CHRM1 PAM: -1; M4 PAM: 2; CHRM5 agonist: 3; CHRM5 PAM: -3

How did O=c1[nH]c(=S)[nH]c2c1C(c1ccc(F)cc1)OC(CCC(F)(F)F)C2 (stereo not drawn) do in these assays?
CHRM4 antagonist: -4; M1 antag: -26; CHRM5 antagonist: 3; M4 ag: 0; CHRM1 PAM: 7; M4 PAM: 4; CHRM5 agonist: 1; CHRM5 PAM: 0

What do the screens show for `Cc1cccc(N(Cc2ccccc2)C(=O)c2ccc(C)c(S(=O)(=O)N3CCOCC3)c2)c1`?
CRFBP-R2 agonist: -0.1; CHRM4 antagonist: 1; M1 antag: 8; CHRM5 antagonist: 11; M4 ag: 8; CHRM1 PAM: -8; M4 PAM: -4; CHRM5 agonist: -4; CHRM5 PAM: -15

Results for Cc1ccc([N+](=O)[O-])cc1NC(=O)C(C)Sc1nnc(C)n1CC1CCCO1 (stereo not drawn) ?
CRFBP-R2 agonist: 0.0; CHRM4 antagonist: -6; M1 antag: -8; CHRM5 antagonist: 18; M4 ag: 2; CHRM1 PAM: 9; M4 PAM: 3; CHRM5 agonist: -3; CHRM5 PAM: 2

How did COc1ccc(OC)c(NC(=O)CSc2nnc(C3CCCCC3)n2-c2ccccc2)c1 do in these assays?
CRFBP-R2 agonist: 0.3; CHRM4 antagonist: -3; M1 antag: -2; CHRM5 antagonist: -2; M4 ag: 0; CHRM1 PAM: 2; M4 PAM: 4; CHRM5 agonist: -7; CHRM5 PAM: 7

How did Cc1ccc(/C=C/C(=O)OCC(=O)Nc2ccccc2Sc2ccccc2)cc1 do in these assays?
CRFBP-R2 agonist: 0.1; CHRM4 antagonist: -4; M1 antag: -8; CHRM5 antagonist: 5; M4 ag: -1; CHRM1 PAM: 10; M4 PAM: 6; CHRM5 agonist: 0; CHRM5 PAM: -1

How did Cc1ccc(CSc2ccc(-c3ccco3)nn2)cc1 do in these assays?
CRFBP-R2 agonist: -0.3; CHRM4 antagonist: 6; M1 antag: 6; CHRM5 antagonist: 2; M4 ag: -2; CHRM1 PAM: -2; M4 PAM: -9; CHRM5 agonist: -1; CHRM5 PAM: -8

Results for COc1ccc(NC(=O)CC2C(=O)NCCN2C(=O)c2ccc(N(C)C)cc2)cc1 (stereo not drawn) ?
CRFBP-R2 agonist: -1.8; CHRM4 antagonist: 8; M1 antag: -8; CHRM5 antagonist: 10; M4 ag: 0; CHRM1 PAM: 4; M4 PAM: -2; CHRM5 agonist: 3; CHRM5 PAM: -3

What do the screens show for `CCCCn1c(SCc2c(C)noc2C)nc2cc(S(N)(=O)=O)ccc21`?
CRFBP-R2 agonist: -0.3; CHRM4 antagonist: 4; M1 antag: 5; CHRM5 antagonist: 12; M4 ag: 1; CHRM1 PAM: -7; M4 PAM: -5; CHRM5 agonist: -8; CHRM5 PAM: -1

What do the screens show for `Cc1nc(CCNS(=O)(=O)c2cccnc2)cs1`?
CRFBP-R2 agonist: -0.4; CHRM4 antagonist: 13; M1 antag: -22; CHRM5 antagonist: -4; M4 ag: 0; CHRM1 PAM: 1; M4 PAM: -5; CHRM5 agonist: 1; CHRM5 PAM: 6
